Screens from PubChem.
APJ ag – APJ receptor agonism; activation, % at 20 µM; AID 2520; P35414; 330,000 tested, 0.11% active; CHO-K1 APJ PathHunter beta-arrestin, luminescence; 0% DMSO wells, 100% apelin;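 active = activation more than six SD over the plate average, tested at 20 µM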;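 also: 0% = DMSO alone and 100% = apelin-13 at 10 nM; some results filed as inactive read as strong as hits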
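Material: engineered CHO-K1 APJ arrestin reporter cells; amount: 1000 CHO-K1 reporter cells seeded per well; incubation: compound stimulation 90 min at 25 °C, detection 60 min; signal: luminescent beta-gal fragment complementation, chemiluminescent substrate; read-out basis: APJ agonist activity; controls: DMSO-only wells as negative, 10 nM Apelin-13 as positive control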
UPR CHOP act – activators of apoptotic arm of unfolded protein response (CHOP); activation, % at 10 µM; AID 449763; CHO-CHOP luciferase reporter, UPR activation, luminescence; percent of tunicamycin response over DMSO baseline; 330,000 tested, 0.34% active;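 active = at 10 µM dose, activation of 40% or more, normalized to positive control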;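 also: 100% = tunicamycin at 10 µg/mL and 0% = DMSO alone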
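Assay system: CHO cells with stable CHOP pathway luciferase reporter; Buffer or medium: F12 plus 10% serum; Times: 16-18 h cell attachment, then 6 h compound exposure, 37 °C; Signal: luciferase luminescence; Read-out basis: percent activation relative to tunicamycin control; Control set: tunicamycin high control, DMSO low control.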
697 NFkB inh – inhibitors of the PMA/ionomycin-induced NF-kB reporter in 697 B cells; 697 B-cell NF-kB luciferase reporter, 16 h; 330,000 tested, 0.33% active; AID 435022; inhibition, % at 4 µM; in the data active = inhibition above about 35%
Mdm2-MdmX inh – disrupts the human Mdm2-MdmX interaction; SaOS-2 split-luciferase Mdm2/MdmX complementation, luminescence; 330,000 tested, 3% active; O15151+Q00987; inhibition, % at 8 µM;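 active = inhibition of at least 50% at 8 µM in the primary screen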
Target sequence (O15151 whole entry, looked up): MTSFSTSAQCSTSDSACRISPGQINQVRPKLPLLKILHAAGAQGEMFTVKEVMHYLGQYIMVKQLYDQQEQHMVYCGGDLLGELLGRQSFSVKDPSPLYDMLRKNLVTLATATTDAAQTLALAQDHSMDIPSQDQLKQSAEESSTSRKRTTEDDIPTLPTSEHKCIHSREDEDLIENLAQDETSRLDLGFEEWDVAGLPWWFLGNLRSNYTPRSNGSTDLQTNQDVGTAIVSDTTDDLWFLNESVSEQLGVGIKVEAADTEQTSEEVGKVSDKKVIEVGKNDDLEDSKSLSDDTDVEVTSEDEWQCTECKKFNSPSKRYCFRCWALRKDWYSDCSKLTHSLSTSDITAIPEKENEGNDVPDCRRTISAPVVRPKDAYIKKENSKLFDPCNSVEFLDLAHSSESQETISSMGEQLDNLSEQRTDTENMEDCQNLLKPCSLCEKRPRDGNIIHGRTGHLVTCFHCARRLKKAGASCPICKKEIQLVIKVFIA
Target sequence (Q00987 whole entry, looked up): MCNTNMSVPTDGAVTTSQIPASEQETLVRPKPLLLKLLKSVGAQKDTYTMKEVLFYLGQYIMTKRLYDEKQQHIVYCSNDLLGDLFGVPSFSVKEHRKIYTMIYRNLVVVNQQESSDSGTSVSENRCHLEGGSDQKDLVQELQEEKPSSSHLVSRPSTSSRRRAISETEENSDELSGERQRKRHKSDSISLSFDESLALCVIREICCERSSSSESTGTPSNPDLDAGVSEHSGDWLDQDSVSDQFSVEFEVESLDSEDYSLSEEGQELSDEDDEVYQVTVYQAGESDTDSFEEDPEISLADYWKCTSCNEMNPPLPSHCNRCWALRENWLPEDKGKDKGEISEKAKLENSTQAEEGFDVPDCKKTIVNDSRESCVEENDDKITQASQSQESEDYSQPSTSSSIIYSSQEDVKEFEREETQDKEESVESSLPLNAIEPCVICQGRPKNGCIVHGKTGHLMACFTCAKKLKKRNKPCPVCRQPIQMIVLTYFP
Jurkat NFkB inh – lowers PMA/ionomycin-induced NF-kB signal in Jurkat cells. PMA/ionomycin-induced NF-kB luciferase reporter, luminescence. inhibition, % at 4 µM. 330,000 tested, 0.53% active; in the data active = inhibition above about 50%
APJ antag – APJ receptor antagonism; P35414; CHO-K1 APJ beta-arrestin complementation, luminescence; inhibition, % at 20 µM; 330,000 tested, 0.32% active;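 active = inhibition above about 40% at 20 µM, limit read from the data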;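 also: cells challenged with 10 nM apelin-13 agonist together with compound; plate controls were apelin-13 plus DMSO wells for no effect and DMSO wells lacking apelin-13 for full effect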
UPR XBP1 act – activators of adaptive arm of unfolded protein response (XBP1). CHO-XBP1 luciferase reporter, IRE1-XBP1 UPR activation, luminescence; percent of tunicamycin response, DMSO as zero. activation, % at 20 µM. 330,000 tested, 0.33% active;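 active = versus positive control, 20 µM dose yields 30% or more activation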;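 also: 100% = tunicamycin at 10 µg/mL and 0% = DMSO only wells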
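Assay system: IRE1-XBP1 luciferase reporter CHO line. Input: 1000 cells/well. Buffer or medium: F12 with 10% serum. Doses: 20 µM, 1% DMSO. Times: overnight seeding at 37 °C, 6 h compound treatment at 37 °C. Technique: Steady-Glo luciferase glow luminescence, 10 min after reagent addition.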
tim23-1 inh – growth inhibitors of tim23-1 mutant yeast; S. cerevisiae tim23-1 growth, BacTiter-Glo luminescence, 24 h; inhibition, % at 20 µM; 330,000 tested, 1.3% active; AID 463212;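 active = growth inhibition of the mutant yeast at or above 50%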;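 also: temperature-sensitive mutant grown at 25 °C; plate controls were DMSO-treated mutant yeast for no effect and medium wells lacking yeast for full effect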
* = called active by the depositor.

Start of the listing, in advance (six entries):
1: CC(C)(C)C1CCc2c(sc(NC(=O)c3ccco3)c2C(N)=O)C1 (stereo not drawn)
2: O=C(COC(=O)c1ccccc1SCC(=O)N1CCCC1)NC1CCCCC1
3: Cc1cc(S(=O)(=O)NCCN2CCOCC2)c(C)s1
4: CCSc1nnc(NC(=O)C(C)(C)C)s1
5: CCSc1nc2ccc(OC)cc2cc1C#N
6: O=C(Cc1csc(N2CCOCC2)n1)N/N=C/c1ccc(F)cc1
Screen / compound no.,1,2,3,4,5,6
APJ ag,5,-4,-1,-2,15,0
UPR CHOP act,6.5,0.2,1.9,4.0,2.5,-0.5
697 NFkB inh,-140,8,-15,-34,-22,15
Mdm2-MdmX inh,-29,17,-17,-27,-38,10
Jurkat NFkB inh,-115,-9,-8,-32,-33,2
APJ antag,-8,23,-21,5,-4,-5
UPR XBP1 act,23,3,1,1,3,0
tim23-1 inh,-5,17,-3,25,-8,-5

This part in full, from the first entry:
1: CC(C)(C)C1CCc2c(sc(NC(=O)c3ccco3)c2C(N)=O)C1 (stereo not drawn)
2: O=C(COC(=O)c1ccccc1SCC(=O)N1CCCC1)NC1CCCCC1
3: Cc1cc(S(=O)(=O)NCCN2CCOCC2)c(C)s1
4: CCSc1nnc(NC(=O)C(C)(C)C)s1
5: CCSc1nc2ccc(OC)cc2cc1C#N
6: O=C(Cc1csc(N2CCOCC2)n1)N/N=C/c1ccc(F)cc1
7: Cc1[nH]c2ccccc2c1C(=O)CN1CCC(C)CC1
8: CC(=O)c1c(C)[nH]c(C(=O)OCC(=O)NCc2cccs2)c1C
Screen / compound no.,1,2,3,4,5,6,7,8
APJ ag,5,-4,-1,-2,15,0,-1,-1
UPR CHOP act,6.5,0.2,1.9,4.0,2.5,-0.5,-1.3,3.0
697 NFkB inh,-140,8,-15,-34,-22,15,12,-36
Mdm2-MdmX inh,-29,17,-17,-27,-38,10,-1,14
Jurkat NFkB inh,-115,-9,-8,-32,-33,2,5,-21
APJ antag,-8,23,-21,5,-4,-5,10,-12
UPR XBP1 act,23,3,1,1,3,0,-4,0
tim23-1 inh,-5,17,-3,25,-8,-5,13,0

9: OC(Cn1cncn1)c1ccc(Cl)cc1Cl (stereo not drawn)
10: Cc1ccccc1C1C(C#N)=C2N=C(N)c3ccccc3N2C2=C1C(=O)CCC2 (stereo not drawn)
11: CCc1ccc(CNC(=O)Cn2nc(-c3ccc(C)cc3)ccc2=O)cc1
12: Cc1ccc(-c2nn(-c3cccc(F)c3)cc2CNCCc2ccncc2)o1
13: CCNC(=O)C1CCCN1S(=O)(=O)c1ccc(OC)cc1 (stereo not drawn)
14: CCOC(=O)c1c(-c2ccccc2)csc1NC(=O)/C(C#N)=C/c1ccc(OC)c(OC)c1
15: COc1ccc2nc(SCC(=O)Nc3ccc4[nH]c(=O)[nH]c4c3)[nH]c2c1
16: CN1CCc2c(C#N)c(N3CCCCC3)nc(NCc3ccccc3)c2C1
Screen / compound no.,9,10,11,12,13,14,15,16
APJ ag,0,1,-2,-3,-3,-3,-1,1
UPR CHOP act,-3.8,2.4,0.2,3.1,-1.4,0.6,-0.3,0.4
697 NFkB inh,13,-1,-2,15,4,9,13,-23
Mdm2-MdmX inh,-4,15,-12,14,19,22,18,32
Jurkat NFkB inh,11,-4,4,10,-3,-4,4,-5
APJ antag,7,5,-5,23,-6,1,3,-3
UPR XBP1 act,1,-1,1,-2,4,-1,-1,0
tim23-1 inh,-251,14,27,21,18,-9,-8,25

Two entries from above, with two lines to a compound.
Every second line gives: APJ ag, UPR CHOP act, 697 NFkB inh, Mdm2-MdmX inh, Jurkat NFkB inh, APJ antag, UPR XBP1 act, tim23-1 inh
#16 CN1CCc2c(C#N)c(N3CCCCC3)nc(NCc3ccccc3)c2C1
 : 1, 0.4, -23, 32, -5, -3, 0, 25
#15 COc1ccc2nc(SCC(=O)Nc3ccc4[nH]c(=O)[nH]c4c3)[nH]c2c1
 : -1, -0.3, 13, 18, 4, 3, -1, -8

(listing goes on)
17: CCOC(=O)C(C)Oc1cccc2c(=O)n(CC(=O)NCCc3ccc(OC)c(OC)c3)ccc12 (stereo not drawn)
18: NC(=O)c1ccc(NC(=O)Cc2cccs2)cc1
19: COc1ccc(-c2[nH]ncc2/C=N\NS(=O)(=O)c2ccccc2)cc1OC
20: Cc1oc2cc(O)cc(O)c2c(=O)c1-c1ccc2c(c1)OCCCO2
21: Cc1cc(S(=O)(=O)N2CCOCC2)ccc1OCC(=O)Nc1ccc(F)cc1
22: Cc1nnc(SCC(=O)NCc2ccccc2Cl)[nH]c1=O
23: CC(Cc1cccnc1)NC(=O)c1cc(COc2ccc(F)cc2F)on1 (stereo not drawn)
24: CCCCCCCCOC(=O)C1=C(C)Nc2nnnn2C1c1cccs1 (stereo not drawn)
Screen / compound no.,17,18,19,20,21,22,23,24
APJ ag,-3,0,-1,-2,0,-2,12,0
UPR CHOP act,-0.8,-0.1,-0.4,3.1,0.6,1.0,-0.7,0.8
697 NFkB inh,-18,11,-13,-55,17,-3,-5,-30
Mdm2-MdmX inh,-6,13,6,-3,-4,16,1,41
Jurkat NFkB inh,0,-3,5,-6,4,9,1,0
APJ antag,-3,-8,12,10,2,-4,-31,3
UPR XBP1 act,-3,-4,-5,8,-2,0,-4,0
tim23-1 inh,2,0,6,65*,6,2,20,14

25: O=C(O)c1cccnc1SC1CC(=O)N(CCc2ccccc2)C1=O (stereo not drawn)
26: O=C(OCC(=O)N1CCc2ccccc21)c1ccc[n+]([O-])c1
27: COc1ccc(C2(C)NC(=O)N(CC(=O)NC3CCCC3)C2=O)cc1OC (stereo not drawn)
28: O=C(O)C1C2C=CC(C3CC23)C1C(=O)NCCc1ccccc1 (stereo not drawn)
29: Cc1ccc(C(C(=O)NC(C)(C)C)N(Cc2cccs2)C(=O)c2ccc3c(c2)OCCO3)cc1 (stereo not drawn)
30: O=C(c1ccc(S(=O)(=O)Nc2ccccc2)cc1)N1CCCC(C(F)(F)F)C1 (stereo not drawn)
31: COc1cc(NC(=O)C2CC(c3cccc(Br)c3)=NO2)cc(OC)c1OC (stereo not drawn)
32: CCCC(=O)N1CCC(Cc2ccccc2)CC1
Screen / compound no.,25,26,27,28,29,30,31,32
APJ ag,-5,-3,-2,-4,-4,3,0,2
UPR CHOP act,0.8,1.8,-0.7,-0.1,1.5,2.6,-1.5,2.5
697 NFkB inh,27,22,-7,-4,20,1,12,-3
Mdm2-MdmX inh,-2,9,-31,-6,18,3,13,7
Jurkat NFkB inh,-4,-3,7,-29,5,0,3,-3
APJ antag,-11,-2,4,-1,13,-13,4,4
UPR XBP1 act,-1,-1,13,0,-2,-2,-4,-1
tim23-1 inh,4,4,-7,-5,31,6,22,7

33: COc1ccccc1OCCOc1ccc(/C=C2\C(=N)N3N=C(C)SC3=NC2=O)cc1
34: CC1CCCN(S(=O)(=O)c2csc(C(N)=O)c2)C1 (stereo not drawn)
35: CSCCC(NS(=O)(=O)c1ccc(C)cc1)C(=O)Nc1ccc(C)cn1 (stereo not drawn)
36: COc1ccc(CN(C(=O)c2cccc(OC)c2)C2CCS(=O)(=O)C2)cc1 (stereo not drawn)
37: NC(=O)Cn1cc(/C=N\NS(=O)(=O)c2ccc(Cl)cc2)c2ccccc21
38: O=C(Nc1ccc(F)cc1)c1cccnn1
39: COC(=O)C(NC(=O)c1cccnc1Cl)C(C)C (stereo not drawn)
40: CSc1n[nH]c(NC2=CC(=O)CCC2)n1
Screen / compound no.,33,34,35,36,37,38,39,40
APJ ag,3,-7,-1,2,3,0,-4,7
UPR CHOP act,1.9,-0.5,2.1,1.6,2.4,1.7,-1.6,-0.7
697 NFkB inh,-15,-13,12,16,2,7,3,-3
Mdm2-MdmX inh,-4,5,0,-17,14,16,1,0
Jurkat NFkB inh,-15,-2,4,-1,-19,9,-6,-12
APJ antag,6,-1,14,-11,-5,22,14,21
UPR XBP1 act,-2,-4,-1,-3,1,-1,-1,-1
tim23-1 inh,12,3,3,10,10,5,1,0

41: O=C(N/N=C\c1cccnc1)c1cc(-c2ccc(Cl)s2)[nH]n1
42: CC(=O)Nc1ccccc1N(C)S(=O)(=O)c1ccc(C)cc1
43: COCCn1c(SCC(=O)N2CCCCCC2)nc2c([nH]c3ccccc32)c1=O
44: CC1(C)N=C(SCC(=O)Nc2ccc(Cl)cc2)C(c2ccccc2)=N1
45: O=C(/C=C/c1ccc(OCc2ccccc2)c(OCc2ccccc2)c1)c1cccnc1
46: Cc1c(Cl)c(-c2n[nH]c(=S)n2CC(C)C)nn1C
47: CCC(C)c1ccccc1NC(=O)COC(=O)c1ccc2c(c1)S(=O)(=O)c1ccccc1C2=O (stereo not drawn)
48: CCOc1ccc(OCCn2c(=S)[nH]c3ccccc32)cc1
Screen / compound no.,41,42,43,44,45,46,47,48
APJ ag,1,-6,4,1,2,-2,6,-1
UPR CHOP act,1.4,-1.2,0.4,-0.2,19,-1.4,0.7,-1.0
697 NFkB inh,11,-8,-7,-4,-1,1,3,-2
Mdm2-MdmX inh,10,23,17,40,44,5,-4,-14
Jurkat NFkB inh,-1,34,-3,-20,5,5,8,1
APJ antag,-33,5,-12,-23,-14,-2,-48,-7
UPR XBP1 act,-1,0,-6,1,9,-2,2,-4
tim23-1 inh,-31,7,5,11,29,8,9,41

49: Cc1ccc(Cc2c(C)nc3nc(SCC(=O)NCCCN4CCCCCC4)nn3c2C)cc1
50: S=C(c1ccc(-c2ccccc2Cl)o1)N1CCOCC1
51: O=C(c1ccco1)N1CCN(Cc2nnc(-c3cccc(Cl)c3)o2)CC1
52: COCCN1CCn2c(nc3cc(Nc4nnc(C)c5ccccc45)ccc32)C1
53: CCn1c(SCC(=O)Nc2nccs2)nnc1-c1ccc(C)cc1
54: Cc1ccc(NC(=O)c2nc[nH]c2C(=O)N[C@@H](C)C(=O)OC(C)(C)C)cc1
55: O=C(Nc1ccc(SC(F)F)cc1)c1ccccc1F
56: Cc1noc(/C=C/N(C)C)c1S(=O)(=O)N1CCN(c2ccccc2)CC1
Screen / compound no.,49,50,51,52,53,54,55,56
APJ ag,4,0,-1,0,-1,0,-3,-3
UPR CHOP act,-1.2,4.3,-0.6,-1.2,-1.5,-0.5,7.9,0.5
697 NFkB inh,-30,-39,-3,14,7,-17,-139,24
Mdm2-MdmX inh,17,-42,-24,29,11,29,-139,3
Jurkat NFkB inh,-17,-39,8,-6,12,-18,-95,7
APJ antag,1,-40,13,8,17,0,26,2
UPR XBP1 act,3,3,6,0,-2,-2,5,-1
tim23-1 inh,-65,19,-7,-14,-1,16,22,25

57: CC(=O)c1sc2nc(C)cc(C)c2c1N
58: Cc1cccc(C)c1NC(=O)C(c1ccccc1)N1CC(=O)Nc2ccccc21 (stereo not drawn)
59: O=C(O)CCC(=O)N1N=C(c2ccccc2)CC1c1cccs1 (stereo not drawn)
60: Cc1ccccc1-n1cc[nH]c1=S
61: O=C(NCc1ccccc1Cl)C1CCN(S(=O)(=O)N2CCCC2)CC1
62: Cc1ccnc(NC(=O)CN2C(=O)c3ccccc3S2(=O)=O)c1
63: Cc1nc(CNS(=O)(=O)c2ccccc2F)cs1
Screen / compound no.,57,58,59,60,61,62,63
APJ ag,-2,-3,0,-2,-6,-5,4
UPR CHOP act,-0.3,-0.5,-0.7,0.9,1.7,-0.7,-0.3
697 NFkB inh,11,-4,-11,-6,-23,12,16
Mdm2-MdmX inh,7,-5,-16,7,4,16,-10
Jurkat NFkB inh,6,-4,5,0,-6,3,-1
APJ antag,-10,9,-3,-23,14,26,2
UPR XBP1 act,1,-4,1,4,-2,-3,-2
tim23-1 inh,9,21,11,5,1,-6,8
